Screens as filed in PubChem.
GPR151 activ: human GPR151 activation | activation, % at 11.2 µM | AID 1508602 | actives 1% (n = 650,000) | PathHunter beta-arrestin GPR151 cells, luminescence; in the data active = activation above about 4.9%;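 also: 0% = median of compound wells and 100% = cells with positive control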
Target sequence (Q8TDV0 whole entry, looked up): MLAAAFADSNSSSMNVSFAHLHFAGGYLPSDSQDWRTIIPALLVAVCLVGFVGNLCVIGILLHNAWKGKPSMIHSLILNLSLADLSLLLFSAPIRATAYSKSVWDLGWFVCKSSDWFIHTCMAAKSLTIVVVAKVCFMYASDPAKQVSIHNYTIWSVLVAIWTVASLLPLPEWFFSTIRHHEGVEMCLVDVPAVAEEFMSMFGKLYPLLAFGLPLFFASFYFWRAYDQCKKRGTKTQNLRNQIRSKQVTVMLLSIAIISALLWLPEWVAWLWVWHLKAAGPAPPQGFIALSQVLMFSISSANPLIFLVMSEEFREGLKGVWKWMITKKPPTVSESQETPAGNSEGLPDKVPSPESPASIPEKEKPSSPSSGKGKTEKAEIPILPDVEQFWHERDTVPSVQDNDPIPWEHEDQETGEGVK
FBW7 act: human FBW7 E3 ligase activation, primary screen. Q969H0. AlphaScreen FBW7–phospho-cyclin E peptide binding, activator screen. normalized activity (activation), % at 26.1 µM. actives 0.13% (n = 650,000). AID 1259310; in the data active = normalized activity above about 1.9%;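 also: purified mutant Fbw7 with reduced substrate affinity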
Target sequence (Q969H0 whole entry, looked up): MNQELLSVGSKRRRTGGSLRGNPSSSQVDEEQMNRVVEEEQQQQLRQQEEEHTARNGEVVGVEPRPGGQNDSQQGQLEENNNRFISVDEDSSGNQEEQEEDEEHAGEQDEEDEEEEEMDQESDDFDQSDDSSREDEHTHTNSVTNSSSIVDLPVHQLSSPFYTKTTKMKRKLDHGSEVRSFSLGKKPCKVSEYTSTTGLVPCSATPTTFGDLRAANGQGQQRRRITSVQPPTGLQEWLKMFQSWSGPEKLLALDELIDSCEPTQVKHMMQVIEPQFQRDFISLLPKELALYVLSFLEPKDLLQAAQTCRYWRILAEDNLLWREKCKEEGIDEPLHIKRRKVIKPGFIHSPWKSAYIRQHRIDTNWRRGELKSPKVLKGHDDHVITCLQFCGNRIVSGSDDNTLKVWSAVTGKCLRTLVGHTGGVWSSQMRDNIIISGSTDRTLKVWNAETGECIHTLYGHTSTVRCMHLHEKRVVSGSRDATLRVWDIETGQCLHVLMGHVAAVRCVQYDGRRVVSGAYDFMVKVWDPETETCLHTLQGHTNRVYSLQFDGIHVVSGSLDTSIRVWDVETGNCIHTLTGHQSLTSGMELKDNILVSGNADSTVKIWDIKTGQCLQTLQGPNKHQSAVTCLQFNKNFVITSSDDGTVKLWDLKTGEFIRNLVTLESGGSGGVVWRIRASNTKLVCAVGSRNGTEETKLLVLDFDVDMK
TEAD-YAP inh: TEAD-YAP interaction inhibition; HEK-TIYL cells, TEAD-Gal4/YAP UAS-luciferase luminescence; inhibition, % at 9.12 µM; actives 1.4% (n = 640,000); in the data active = inhibition above about 32%;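 also: 0% = median of test compound wells and 100% = reference inhibitor wells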
MITF inh: inhibitors of human MITF. O75030. AlphaScreen MITF homodimerization, bead proximity signal. inhibition, % at 2.6 µM. actives 0.91% (n = 650,000); in the data active = inhibition above about 50%;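 also: 0% = vehicle wells with protein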
Active calls of the source: *.

Sample of the layout, two compounds:
SMILES | GPR151 activ | FBW7 act | TEAD-YAP inh | MITF inh
C=CCNC(=O)c1ccc(OC2CCN(Cc3ccccn3)CC2)cc1 | 0.7 | 0.0 | 3 | -18
COc1ccccc1C(=O)Nc1ccc(-c2nnn(CC(N)=O)n2)cc1 | 1.9 | -0.2 | 2 | 7

Main list, previewed entries included:
SMILES | GPR151 activ | FBW7 act | TEAD-YAP inh | MITF inh
C=CCNC(=O)c1ccc(OC2CCN(Cc3ccccn3)CC2)cc1 | 0.7 | 0.0 | 3 | -18
COc1ccccc1C(=O)Nc1ccc(-c2nnn(CC(N)=O)n2)cc1 | 1.9 | -0.2 | 2 | 7
COc1ccc(CN2CN=C(Nc3nc4ccccc4o3)NC2)cc1 | -0.8 | -0.1 | -8 | -1
CC1=CCC2C(=O)N(c3ccc(Cl)c(C(=O)O)c3)C(=O)C2C1 (stereo unspecified) | 0.6 | 0.0 | -8 | 5
Cc1nc(C)c(-c2ccc(SCC(=O)Nc3ccc(Cl)cc3)nn2)s1 | -0.2 | -0.2 | 14 | -13
O=C(/C=C/c1c[nH]c2ccccc12)c1c(O)c2ccccc2oc1=O | 1.2 | -0.1 | -38 | -4
Cc1ccc(OCCC(=O)NNC(=O)CC23CC4CC(CC(C4)C2)C3)cc1 | -0.3 | 0.6 | -12 | 17
Cc1ccc(-n2nnnc2SCc2csc(Nc3ccccc3)n2)cc1 | 1.2 | 0.2 | -7 | -4
CCOC(=O)c1ccc(CNC(=O)CCC(=O)O)cc1 | 1.7 | 0.3 | 10 | 1
CCOP(=O)(OCC)C(Nc1ccccc1)c1ccc2c(c1)OCO2 (stereo unspecified) | 1.1 | -0.1 | 4 | 4
COc1ccc(-c2nnc(SCC(=O)Nc3ccc(N)cc3)n2-c2ccccc2)cc1 | -0.2 | 6.5* | -2 | -92
O=C1CCCC2=C1Sc1ccccc1N2 | -0.7 | 0.0 | 4 | -2

Only MITF inh, FBW7 act and TEAD-YAP inh, for some of the entries so far:
Compound	MITF inh	FBW7 act	TEAD-YAP inh
O=C(/C=C/c1c[nH]c2ccccc12)c1c(O)c2ccccc2oc1=O	-4	-0.1	-38
Cc1ccc(OCCC(=O)NNC(=O)CC23CC4CC(CC(C4)C2)C3)cc1	17	0.6	-12
Cc1ccc(-n2nnnc2SCc2csc(Nc3ccccc3)n2)cc1	-4	0.2	-7
CCOC(=O)c1ccc(CNC(=O)CCC(=O)O)cc1	1	0.3	10
CCOP(=O)(OCC)C(Nc1ccccc1)c1ccc2c(c1)OCO2 (stereo unspecified)	4	-0.1	4
COc1ccc(-c2nnc(SCC(=O)Nc3ccc(N)cc3)n2-c2ccccc2)cc1	-92	6.5*	-2
O=C1CCCC2=C1Sc1ccccc1N2	-2	0.0	4

Further records follow:
SMILES | GPR151 activ | FBW7 act | TEAD-YAP inh | MITF inh
COc1ccccc1CN=c1c([N+](=O)[O-])nn(-c2cccc(Cl)c2)n1O | -1.2 | -0.2 | 1 | 9
COc1ccccc1/C=C1\N=C(c2ccc(C)cc2)OC1=O | -0.2 | 0.1 | -2 | 7
O=C(OCc1nc2ccccc2s1)c1ccc(F)cc1 | 0.9 | 0.0 | -6 | -17
O=C1c2c(Cl)c(Cl)c(Cl)c(Cl)c2C(=O)N1c1ccc2nc(/C=C/c3ccccc3)[nH]c2c1 | -2.3 | 0.2 | -13 | 5
CC1(C)CC(=O)C=C(NNC(=O)OC(C)(C)C)C1 | 1.7 | 1.3 | 6 | 20
CC(=O)Nc1nnc(COc2ccc(Br)cc2)s1 | 7.9* | -0.2 | -18 | 12
CCOC(=O)c1sc2nc(C)n(Cc3ccccc3F)c(=O)c2c1C | -1.2 | 0.8 | -9 | 17
O=C1c2oc3ccc(F)cc3c(=O)c2C(c2ccccc2F)N1CCCN1CCOCC1 (stereo unspecified) | 0.2 | 1.1 | 5 | -6
O=C(O)C1C2C=CC(O2)C1C(=O)Nc1ccccc1F (stereo unspecified) | -0.4 | 0.1 | 4 | 0
O=C1C(=O)N(CCCOc2ccccc2)c2ccccc21 | -0.6 | 0.2 | -2 | 23
CC(C)(Oc1ccc(Cl)cc1)C(=O)Nc1cc(C2CC2)nn1-c1nc2c(c(=O)[nH]1)CCCC2 | 1.1 | 0.6 | 3 | 13
Cc1ccc(S(=O)(=O)Nc2ccc([N+](=O)[O-])cc2-c2nc3ccccc3s2)cc1 | 1.2 | 0.4 | 5 | 10

Record cards (already shown). Screens in order: GPR151 activ, FBW7 act, TEAD-YAP inh, MITF inh
O=C1c2c(Cl)c(Cl)c(Cl)c(Cl)c2C(=O)N1c1ccc2nc(/C=C/c3ccccc3)[nH]c2c1 is entered as -2.3, 0.2, -13, 5
COc1ccc(-c2nnc(SCC(=O)Nc3ccc(N)cc3)n2-c2ccccc2)cc1 is entered as -0.2, 6.5*, -2, -92
CCOP(=O)(OCC)C(Nc1ccccc1)c1ccc2c(c1)OCO2 (stereo unspecified) is entered as 1.1, -0.1, 4, 4

Part of the list above in another layout.
O=C(O)C1C2C=CC(O2)C1C(=O)Nc1ccccc1F (stereo unspecified)
  GPR151 activ: -0.4; FBW7 act: 0.1; TEAD-YAP inh: 4; MITF inh: 0

O=C1C(=O)N(CCCOc2ccccc2)c2ccccc21
  GPR151 activ: -0.6; FBW7 act: 0.2; TEAD-YAP inh: -2; MITF inh: 23

CC(C)(Oc1ccc(Cl)cc1)C(=O)Nc1cc(C2CC2)nn1-c1nc2c(c(=O)[nH]1)CCCC2
  GPR151 activ: 1.1; FBW7 act: 0.6; TEAD-YAP inh: 3; MITF inh: 13

Next compounds follow:
SMILES | GPR151 activ | FBW7 act | TEAD-YAP inh | MITF inh
CCCCC(=O)NC(=S)Nc1cc(C(=O)O)ccc1OC | -0.2 | -0.1 | 0 | -2
COc1cc(-c2cnc3ccc(N[C@H](CO)C(C)C)nn23)cc(OC)c1OC | 2.2 | -0.1 | -30 | 11
CCCC1(CCC)C(CC)C1/C(C)=N/NC(N)=O (stereo unspecified) | -0.9 | 0.7 | 8 | 13
CC(=O)N(C)c1ccc(NC(=O)/C=C/c2ccco2)cc1 | -1.3 | 0.1 | -41 | 2
Cc1cccc(C)c1OCc1nnc(NC(=O)Nc2ccccc2)s1 | 2.3 | -0.1 | 2 | 4
CC(CNS(=O)(=O)c1ccccc1)Sc1ncccn1 (stereo unspecified) | -0.7 | -0.1 | 2 | 7
CCOCCSC1=C(C#N)C(c2ccccc2Cl)C(C(C)=O)=C(C)N1 (stereo unspecified) | -0.3 | 0.0 | -7 | 1
CCc1nnc(NC(=O)c2nc3nccc(C)n3n2)s1 | 0.0 | 0.2 | 3 | 6
Cn1c(O)c(C=Nc2ccc(N3CCOCC3)cc2)c(=O)n(C)c1=S | 1.5 | -0.2 | 4 | 2
COc1ccc(CCNC(=O)c2ccc3ccccc3n2)cc1OC | -0.5 | -0.1 | 5 | 5
C[C@H](Cn1nnc2ccccc21)NC(=O)c1nccc2ccccc12 | 1.5 | 0.0 | -19 | 11
CC(C)C(Br)C1=NS(=O)(=O)c2ccccc2N1 (stereo unspecified) | -0.4 | 0.0 | -4 | -10
CN1CCN(CCOCCOc2cccc(Br)c2)CC1 | -1.3 | -0.1 | 10 | 72*
CCOc1ccccc1NC(=O)NCc1nc(-c2cccnc2)n[nH]1 | -0.4 | 0.1 | 1 | 3
Cc1cccc(/C(N)=N/OC(=O)COc2cccc3ccccc23)c1 | 0.2 | -0.1 | 3 | 16
O=C(Nc1nnc(-c2ccc3c(c2)OCCO3)o1)c1ccccc1Oc1ccccc1 | -0.5 | 0.0 | 9 | 1
C=CCNC(=S)NS(=O)(=O)c1ccc(C)cc1 | -0.9 | 0.5 | 3 | 2
CN1CCN(C(=O)c2ccc(-c3nc4ccc(C(=O)NCCO)cc4s3)cc2)CC1 | 4.9 | -0.1 | 3 | 3
COc1ccccc1NC(=O)Cn1cnc2sc(C(=O)Nc3cccc(Cl)c3)c(C)c2c1=O | -0.1 | -0.1 | -5 | 2
C=CCOc1ccccc1C(c1c(C)[nH]n(-c2ccccc2)c1=O)c1c(C)[nH]n(-c2ccccc2)c1=O | 0.5 | -1.4 | -7 | 6
CCCCSCCC(=O)O | 0.8 | 0.6 | -16 | 20
COc1cc(/C=C2/C(=O)N(c3ccccc3)N=C2C)ccc1OCC(=O)Nc1ccc(Br)c(Cl)c1 | -1.0 | -0.2 | -13 | -9
O=C(Nc1cccc2cnccc12)c1ccc(SCC(O)c2ccc(Br)cc2)cc1 (stereo unspecified) | -0.9 | -0.2 | -1 | 5
CC1=NN(c2ccccc2)C(N)/C1=N\Nc1ccc2sc(C)nc2c1 (stereo unspecified) | -0.5 | -0.2 | -99 | 2
Cc1ccc(-n2[nH]c(C)c(C=Nc3cccc(N=Cc4c(C)[nH]n(-c5ccc(C)cc5)c4=O)c3)c2=O)cc1 | 0.7 | -0.1 | 9 | 3
CCOC(=O)c1ccc(Nc2ncnc3c2cnn3-c2ccccc2)cc1 | 0.6 | 0.0 | -6 | 15
COC(=O)c1ccc(C(=O)Nc2nc3ccc4nc(SC)sc4c3s2)cc1 | 0.2 | -0.2 | -5 | -7
CC(C)(C)c1ccc(C(=O)OCC(=O)NC(N)=O)cc1 | -3.0 | 0.3 | -3 | -4
COC(=O)c1ccc(COc2ccc(Br)cc2)cc1 | -1.2 | 0.6 | -47 | 10
COc1cc(C(=O)Nc2cc(-c3nc4cc(C(C)C)ccc4o3)ccc2Cl)cc(OC)c1OC | 0.1 | -0.1 | -2 | -10
CC(NC(=O)C1(c2cccs2)CCOCC1)c1ccccc1 (stereo unspecified) | 0.0 | -0.1 | 9 | 10
Cc1nc2c(C(=O)NCc3ccccc3Cl)cnn2c(C)c1Cc1cccc(Cl)c1 | 5.3* | 0.0 | 2 | -1
CC(C)C[C@H]1C(=O)N2CCN(C(=O)c3ccc(F)cc3)C[C@@H]2C(=O)N1C | 0.0 | 0.2 | 10 | 10
CCOC(=O)c1cnn(-c2sc(C(=O)OCC)c(C)c2C(=O)OCC)c1N | 2.7 | 0.3 | 4 | -4
COc1ccc(CCn2nnnc2C(C(C)C)N2CCN(C)CC2)cc1OC (stereo unspecified) | -0.7 | 0.0 | -9 | -10
O=C1CNC(=S)N1c1cccc(C(F)(F)F)c1 | 0.0 | -0.1 | 6 | 6
Cc1ccc(-n2nc3c(c2NC(=O)c2ccc(C(=O)c4ccccc4)cc2)CSC3)c(C)c1 | 0.3 | -0.1 | -1 | -7
CC(=O)Nc1ccc(NC(=O)c2cnc(-c3c(C)noc3C)s2)cc1 | -0.5 | 0.1 | -3 | 18
CC1=C(C(=O)c2ccccc2)C(c2cccc([N+](=O)[O-])c2)NC(=S)N1 (stereo unspecified) | 0.8 | -0.1 | -4 | -4
CN(CCNS(=O)(=O)c1ccc2c(c1)n(C)c(=O)c(=O)n2C)Cc1ccccc1 | -0.4 | 0.2 | -2 | 14
COc1ccc2cc(C=O)c(OC)nc2c1 | 1.1 | -0.2 | 13 | -3
O=C(Nc1nnc(S(=O)(=O)N2CCCCC2)s1)C12CC3CC(CC(C3)C1)C2 | 5.5* | -0.1 | -5 | 10
CCOC(=O)N1CCN(C(=O)C2CC23CCN(C2CCSC2)CC3)CC1 (stereo unspecified) | -0.9 | -0.1 | -3 | -12
Cc1ccc(/C=C/c2onc(C)c2S(=O)(=O)N2CCC(C(=O)NC(C)(C)C)CC2)cc1 | 0.2 | 0.0 | 2 | 2
Cc1sc2nc(SCC(=O)N3CCCCC3C)[nH]c(=O)c2c1C (stereo unspecified) | 0.4 | 0.1 | 3 | 2
CCCc1ccc(Oc2c(C(F)(F)F)oc3c(C)c(OC(C)=O)ccc3c2=O)cc1 | -1.1 | 0.7 | 19 | 18
CCOC(=O)N1CCC(Nc2ncnc3c2cnn3-c2ccccc2)CC1 | 0.1 | 0.2 | -7 | 15
O=C(CSc1nc(-c2ccccc2)cs1)NCc1ccccc1 | -1.1 | -0.1 | 4 | 0
Oc1ccccc1-c1nnc(-c2ccc(F)cc2)o1 | -1.5 | 0.2 | 10 | 4
CC(=O)N1CCc2c([nH]c3ccccc23)C1c1ccc2c(c1)OCO2 (stereo unspecified) | 0.3 | -0.2 | -4 | 7
CCOc1cc(/C=C2\C(=O)N(c3ccc(S(N)(=O)=O)cc3)N=C2C)cc(Cl)c1OC | 1.1 | -0.5 | 7 | -15
CCOC(=O)C1=C(C)NC2=C(C(=O)CC(c3ccc(Cl)cc3)C2)C1c1ccc(Br)cc1 (stereo unspecified) | 1.6 | 0.0 | -3 | 0
COc1ccc(NC(=O)c2ccc(-c3cccc(Cl)c3C)o2)cc1OC | -1.3 | -0.1 | -1 | 7
Cc1ccc(-c2nc3sc(C)c(C)c3c(=O)o2)cc1 | 0.0 | 0.2 | -2 | -6
COc1ccc(C2(CC(=O)N(C)Cc3cccs3)CC(=O)N(C)C2=O)cc1 (stereo unspecified) | 0.5 | -0.1 | -62 | 3
CCOC(=O)CN(Cc1cc(OC)c(OC)c(OC)c1)S(=O)(=O)c1ccc([N+](=O)[O-])cc1 | 0.1 | -0.1 | -9 | -4
CC(=O)N1CCC[C@H]1C(=O)N1CCC(c2[nH]ncc2CCc2ccccc2)CC1 | 1.6 | -0.1 | -10 | -1
CCOCC(=O)Nc1c(C(=O)Nc2cccc(Cl)c2)oc2ccccc12 | 0.3 | 0.4 | 3 | -7
Cc1ccc2nc3c(cc(C#N)c(=O)n3-c3ccccc3F)c(=O)n2c1 | 1.3 | -0.1 | -14 | -4
COc1ccc(CN2CCc3nnc(CCNC(=O)C4CCCO4)n3CC2)c(OC)c1 (stereo unspecified) | 0.9 | -0.1 | -5 | -4
COc1cc(Br)cc2cc(C(=O)Nc3ccccc3O)c(=O)oc12 | 4.2 | 0.2 | 3 | -11
CC(C)CNC(=O)CSCc1ccc(Cl)cc1 | -0.7 | -0.1 | -9 | -2
COc1ccc(/C=C(\NC(=O)c2ccco2)C(=O)N2CCNCC2)cc1 | 0.8 | 0.0 | 10 | 19
